# HT1080 viability – cytotoxicity in HT1080 fibrosarcoma cells, cell-based, fluorescence readout (AID 620) | HT1080 viability, fluorescence; higher % means a stronger effect | 87,000 tested, 0.42% active | one-dose cytotoxicity, % at 10 µM; EC50 in µM for titrated hits;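 note: cells exposed to compound overnight then 4 h with Alamar Blue; 0% = vehicle DMSO and 100% = killing control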
# Spn MK inh – blocks S. pneumoniae mevalonate kinase | inhibition, % at 10 µM | purified MK, PK/LDH-coupled NADH absorbance 340 nm | AID 555 | 65,000 tested, 0.48% active;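 active = ranked among the strongest by inhibition in the single 10 µM screen, a fixed top-ranked set picked for dose follow-up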; note: no value below 0 was filed
# Alkaline phosphatase – inhibition of tissue-nonspecific alkaline phosphatase – biochemical, luminescent (AID 518); purified TNAP enzyme, luminescent substrate readout; higher % means a stronger effect; one-dose inhibition, % at 20 µM; IC50 in µM for titrated hits; 64,000 tested, 0.09% active; in the data active = a potency from the dose series; inactive = the rest, 99 in 100 with inhibition below about 22%;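 note: plate controls were vehicle for no effect and reference inhibitor for full effect; many of its hits are not listed in these tables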
# Bfl-1 displacement – Bfl-1 inhibitors, primary screen, biochemical, fluorescence polarization, FITC-Bid, mouse (AID 432). 64,000 tested, 0.02% active. displacement, % at 20 µM; hits with a dose series show IC50 in µM. FITC-Bid BH3 peptide fluorescence polarization displacement; higher % means a stronger effect; in the data active = a potency from the dose series; inactive = the rest, 99 in 100 with displacement below about 15%; note: strong numbers were not always called active
# HPDE-C7 viability – HPDE-C7 pancreatic duct cell viability loss – fluorescence, HTS (AID 430). 63,000 tested, 1.8% active. one-dose cytotoxicity, % at 10 µM; EC50 in µM for titrated hits. HPDE-C7 pancreatic duct cells viability, fluorescence; higher % means a stronger effect;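 note: cells exposed to compound for 48 hours before viability readout; 0% = vehicle and 100% = reference cytotoxic drug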
# Spn DPM-DC inh – inhibitors of Streptococcus pneumoniae diphosphomevalonate decarboxylase | purified DPM-DC, PK/LDH coupled NADH fluorescence | calls only at 10 µM | 65,000 tested, 0.49% active | AID 556;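 active = the 320 compounds with the highest percent inhibition in the single-dose primary screen, excluding strongly autofluorescent ones, cut at about 32% in these data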;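 note: kinetic rate of NADH fluorescence loss reporting ADP formed by the decarboxylase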
# LYP inhibition – LYP phosphatase inhibitors, primary screen, biochemical, DiFMUP fluorescence, recombinant catalytic domain, 10 µM (AID 606); recombinant LYP catalytic domain, DiFMUP fluorescence; higher % means a stronger effect; one-dose inhibition, % at 10 µM; IC50 in µM for titrated hits; 52,000 tested, under 10 active;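 active = IC50 under 40 µM in the dose-response test; inactive = IC50 of 40 µM or more, or never dose-tested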
# KRASV12 cytotoxicity – cytotoxicity in KRAS-transformed pancreatic duct cells, primary screen, cell-based, fluorescence, HTS (AID 431) | 63,000 tested, 1.7% active | cytotoxicity, % at 10 µM; hits with a dose series show EC50 in µM | HPDE-C7K KRASV12 cells, Alamar Blue viability, 48 h; higher % means a stronger effect;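 active = compounds whose percent cytotoxicity in the single-dose primary screen, scaled between solvent and toxic-drug controls, exceeds 50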;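 note: 0% = DMSO solvent wells and 100% = doxorubicin-treated wells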
# PMK inhibit – inhibitors of Streptococcus pneumoniae phosphomevalonate kinase; inhibition, % at 10 µM; AID 539; 65,000 tested, 0.49% active; purified PMK, PK/LDH-coupled NADH absorbance 340 nm;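 active = top-ranked compounds by inhibition in the single 10 µM screen, taking a fixed number of the strongest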;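 note: 0% = full reaction with DMSO carrier and 100% = background rate without enzyme reaction; no value below 0 was filed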
# PMK inhibit pilot replicates – second read-out of PMK inhibit, no call of its own (marks repeat the call); inhibition, %; measured here: pilot screen replicates
# Spn MK inh pilot replicates – recorded beside Spn MK inh, whose call it bears; inhibition, %; measured here: pilot screen replicates
# Spn DPM-DC inh pilot screen % – second read-out of Spn DPM-DC inh, no call of its own (marks repeat the call); inhibition, %; measured here: pilot screen trials
# The depositor's hits bear a star; i = inactive; nt = not tested or not shown; + = active, no number. Cut-off read from the data, not from the text of the source, unless noted: active = cytotoxicity above about 50%; inactive = the rest.
SMILES,HT1080 viability,Spn MK inh,Alkaline phosphatase,Bfl-1 displacement,HPDE-C7 viability,Spn DPM-DC inh,LYP inhibition,KRASV12 cytotoxicity,PMK inhibit,others
COc1cccc(OCC(O)CN2CCOCC2)c1 (stereo unspecified),0%,2,9%,-6%,1%,i,-5%,9%,12,
Cc1sc2nc3n(c(=O)c2c1C)Cc1ccccc1-3,0%,3,10%,-19%,nt,nt,nt,nt,10,
NC(=O)C1(N2CCCCC2)CCN(C(=O)c2ccc(C#Cc3ccccc3)o2)CC1,26%,6,4%,-9%,20%,i,8%,12%,12,
CCn1c(=O)cc(OCC(=O)NCCCN2CCC(C)CC2)c2ccccc21,nt,2,6%,-1%,11%,i,nt,-2%,17,
C=CCC1c2cccc(C(=O)O)c2C(=O)N1c1ccc(F)cc1 (stereo unspecified),1%,7,5%,7%,4%,i,4%,8%,0,
COc1ccc(C(=O)CCC(=O)O)cc1,-4%,0,5%,-5%,-17%,i,13%,3%,0,
CCOc1ccc2oc(-c3ccccc3)c(C(=O)N3CCN(C)CC3)c2c1,0%,0,4%,-8%,-8%,nt,6%,-2%,0,
CCCCN(CC)CCNc1c(NC2CCN(C(=O)OCC)CC2)c(=O)c1=O,5%,12,2%,-1%,-3%,i,-2%,2%,3,
Cc1ccccc1OCC(O)Cn1c(NCc2ccco2)nc2c1c(=O)n(C)c(=O)n2C (stereo unspecified),1%,15,15%,-2%,6%,i,nt,14%,5,
COc1cc(OC)cc(C(=O)Nc2ccc(-c3nc4ccccc4o3)cc2)c1,-8%,2,4%,3%,74%*,nt,13%,74%*,0,
CC(NC(=O)c1ccco1)C(c1cccs1)N1CCOCC1 (stereo unspecified),-2%,8,10%,-6%,28%,i,-4%,-6%,0,
CCCOc1ccc(OCCSc2ncccn2)cc1,-8%,4,9%,-5%,-14%,i,5%,-12%,7,PMK inhibit pilot replicates=1.5;Spn MK inh pilot replicates=0.0;Spn DPM-DC inh pilot screen %=0.0
Cc1cccc(N2CCN(C(=O)Cc3c(C(=O)O)[nH]c4ccc(Cl)cc34)CC2)c1C,-2%,8,12%,7%,76%*,i,2%,58%*,8,
CCN1CCN(C(=O)c2cc3nc(-c4ccccc4)cc(C(F)(F)F)n3n2)CC1,-1%,10,-2%,3%,-11%,i,1%,-18%,10,
O=C1C2CCCN2C(c2ccc(F)cc2)N1c1cccc(Cl)c1 (stereo unspecified),5%,2,6%,-3%,7%,i,3%,3%,3,
O=c1cc(COn2nnc3ccc(C(F)(F)F)cc32)nc2sccn12,-8%,2,8%,-3%,-7%,i,-5%,-11%,15,PMK inhibit pilot replicates=0.0;Spn MK inh pilot replicates=1.5;Spn DPM-DC inh pilot screen %=0.0
Cc1ccc(C(N)=S)c(C)c1,-1%,0,17%,-1%,-28%,i,6%,-28%,9,
CN1CCC(NC(=O)Cc2c(F)cccc2Cl)CC1,nt,7,5%,1%,-7%,i,nt,-4%,9,
O=C(NCc1cccs1)c1cc(-c2cccc(Cl)c2)on1,-2%,7,4%,1%,2%,i,-20%,-9%,12,
CCOC(=O)C1=C(C)Nc2ncnn2C1c1cc(OC)ccc1OC (stereo unspecified),4%,0,17%,-4%,-6%,i,1%,-6%,0,PMK inhibit pilot replicates=0.0;Spn MK inh pilot replicates=0.0;Spn DPM-DC inh pilot screen %=3.0
COc1ccc(CCNC(=O)c2cccnc2)cc1OC,-9%,4,10%,-3%,-10%,i,-8%,-13%,0,
COc1ccc(NC(=O)CS(=O)CC(=O)Nc2ccc(OC)c(OC)c2)cc1 (stereo unspecified),-2%,5,3%,3%,-1%,i,-4%,-6%,7,
Cc1cc(NS(=O)(=O)c2ccc(NC(=O)Cc3cccs3)cc2)no1,5%,10,9%,-1%,-4%,i,-1%,-17%,0,
CCOC(=O)C(NC(=O)c1ccccc1)=C1C=C(C)OC(C)=C1,0%,5,11%,0%,-10%,i,18%,-14%,5,
COc1cccc(NC(=O)Cn2c(SCC(=O)N3CCOCC3)nc3ccccc32)c1,5%,9,11%,-2%,1%,i,12%,-8%,3,

# Four records drawn at random from the list so far:
SMILES,HT1080 viability,Spn MK inh,Alkaline phosphatase,Bfl-1 displacement,HPDE-C7 viability,Spn DPM-DC inh,LYP inhibition,KRASV12 cytotoxicity,PMK inhibit,others
COc1ccc(NC(=O)CS(=O)CC(=O)Nc2ccc(OC)c(OC)c2)cc1 (stereo unspecified),-2%,5,3%,3%,-1%,i,-4%,-6%,7,
CC(NC(=O)c1ccco1)C(c1cccs1)N1CCOCC1 (stereo unspecified),-2%,8,10%,-6%,28%,i,-4%,-6%,0,
CCCCN(CC)CCNc1c(NC2CCN(C(=O)OCC)CC2)c(=O)c1=O,5%,12,2%,-1%,-3%,i,-2%,2%,3,
COc1ccc(C(=O)CCC(=O)O)cc1,-4%,0,5%,-5%,-17%,i,13%,3%,0,

# (next part)
SMILES,HT1080 viability,Spn MK inh,Alkaline phosphatase,Bfl-1 displacement,HPDE-C7 viability,Spn DPM-DC inh,LYP inhibition,KRASV12 cytotoxicity,PMK inhibit,others
COc1cc2c(cc1OC)-c1nnc(-c3cccs3)n1C(C)(C)C2,5%,5,21%,-2%,1%,i,17%,7%,0,PMK inhibit pilot replicates=4.0;Spn MK inh pilot replicates=1.0;Spn DPM-DC inh pilot screen %=13
O=S(=O)(NC1CCCCC1NCc1ccco1)c1ccc(Cl)cc1 (stereo unspecified),11%,7,14%,-4%,2%,i,nt,19%,2,
COc1ccc(NC(=O)CSc2nnc(Cn3c(=O)sc4ccccc43)n2C)cc1,0%,4,1%,1%,-8%,i,nt,-7%,12,
O=C(CN1CCC(O)CC1)N1c2ccccc2C=Cc2ccccc21,-1%,0,-6%,0%,-14%,i,-2%,-26%,0,
CCOC(=O)C(C)Sc1nnc(-c2c[nH]c3ccccc23)n1C (stereo unspecified),4%,5,6%,4%,-10%,i,-10%,-1%,6,
CCOc1ccc(-n2c(COc3ccc(C)cc3)nnc2SCC(N)=O)cc1,-2%,5,7%,5%,-3%,i,7%,-2%,8,
CC(C)N=c1cc2n(-c3ccc(Cl)cc3)c3ccccc3nc-2cc1Nc1ccc(Cl)cc1,12%,5,24%,25%,84%*,+,17%,69%*,10,PMK inhibit pilot replicates=0.0;Spn MK inh pilot replicates=0.0;Spn DPM-DC inh pilot screen %=77*
O=c1c2c(nc3c(-c4cccc5ccccc45)c[nH]n13)CCC2,-11%,13,11%,0%,-11%,nt,-8%,0%,2,
CCCOc1ccc(/C(O)=C2/C(=O)C(=O)N(CCN(C)C)C2c2ccc(OC)c(OC)c2)cc1 (stereo unspecified),-14%,6,6%,-2%,-2%,i,14%,4%,2,
CC(C)CNS(=O)(=O)c1ccc(CCC(=O)Nc2ccc3c(c2)OCO3)cc1,6%,11,8%,-5%,nt,i,16%,nt,10,
COc1ccc(C)cc1S(=O)(=O)N(C)CC(=O)N1CCCCCC1,-1%,9,13%,8%,6%,i,0%,-5%,12,
COc1ccc(C(=O)N(CN2CCCC2=O)c2ccc(C)cc2)cc1,3%,2,6%,-9%,-2%,i,0%,4%,18,
CN1CSC2=C(C#N)C(c3cccc(OCc4ccccc4)c3)CC(=O)N2C1 (stereo unspecified),-5%,10,12%,-1%,-8%,i,8%,-6%,4,
CC(C)(C)n1ncc2c(=O)n(CC(=O)Nc3ccccc3)cnc21,-1%,3,5%,4%,-6%,i,nt,10%,6,
COc1ccc(C(=O)c2c(C)oc3ccc(O)c(CN4CCOCC4)c23)cc1,-6%,8,4%,2%,-10%,i,nt,-14%,0,
CCOc1ccc(-c2nnc(-c3cccnc3)o2)cc1OCC,-12%,10,6%,-3%,-8%,i,nt,0%,19,
COc1ccc(C(CNC(=O)c2cc(C)oc2C)N2CCOCC2)cc1 (stereo unspecified),6%,0,12%,-5%,-10%,i,10%,2%,6,PMK inhibit pilot replicates=3.5;Spn MK inh pilot replicates=1.5;Spn DPM-DC inh pilot screen %=1.5
N#Cc1cn(CC(=O)N2CCCC2)c2ccccc12,1%,5,4%,6%,-7%,i,4%,-2%,13,PMK inhibit pilot replicates=2.0;Spn MK inh pilot replicates=0.0;Spn DPM-DC inh pilot screen %=0.0
Cn1c(Cn2c(=O)sc3ccccc32)nnc1SCC(=O)N1CCOCC1,-4%,1,0%,-1%,10%,i,11%,12%,5,
C=CCn1c(SCCC(=O)O)nc2c1c(=O)n(C)c(=O)n2C,1%,3,4%,-3%,-16%,i,12%,1%,6,
CCOC(=O)c1c(-c2cccs2)csc1NC(=O)CN1CCOCC1,9%,0,nt,nt,nt,i,13%,nt,8,
O=C(Nc1cccnc1)c1ccc2snnc2c1,-4%,0,5%,2%,-2%,i,6%,-11%,1,
CCOc1ccc(C(C)=O)cc1COc1ccc(-n2cnnn2)cc1,-4%,2,14%,6%,-7%,i,22%,10%,11,PMK inhibit pilot replicates=1.0;Spn MK inh pilot replicates=0.0;Spn DPM-DC inh pilot screen %=4.5
COc1ccccc1N1CCN(C(c2cccs2)C(C)NC(=O)c2cccs2)CC1 (stereo unspecified),1%,0,nt,nt,nt,i,5%,nt,5,
Cc1onc(-c2ccccc2)c1C(=O)Nc1ccc(-c2nnc3n2CCCCC3)cc1,0%,5,9%,-1%,1%,i,-4%,-1%,16,
CC(=O)Nc1cccc(NC(=O)CSc2nnc(Cc3cccn3C)n2-c2ccc(F)cc2)c1,3%,3,7%,-6%,-7%,i,3%,-5%,10,
CC(C)C(=O)Nc1c(C(=O)c2ccc(F)cc2)oc2ccccc12,0%,5,10%,3%,-6%,i,4%,-3%,0,

# Some of these compounds in order of count of non-hydrogen atoms, descending.
SMILES,HT1080 viability,Spn MK inh,Alkaline phosphatase,Bfl-1 displacement,HPDE-C7 viability,Spn DPM-DC inh,LYP inhibition,KRASV12 cytotoxicity,PMK inhibit,others
CCCOc1ccc(/C(O)=C2/C(=O)C(=O)N(CCN(C)C)C2c2ccc(OC)c(OC)c2)cc1 (stereo unspecified),-14%,6,6%,-2%,-2%,i,14%,4%,2,
CC(C)N=c1cc2n(-c3ccc(Cl)cc3)c3ccccc3nc-2cc1Nc1ccc(Cl)cc1,12%,5,24%,25%,84%*,+,17%,69%*,10,PMK inhibit pilot replicates=0.0;Spn MK inh pilot replicates=0.0;Spn DPM-DC inh pilot screen %=77*
Cc1onc(-c2ccccc2)c1C(=O)Nc1ccc(-c2nnc3n2CCCCC3)cc1,0%,5,9%,-1%,1%,i,-4%,-1%,16,
COc1ccccc1N1CCN(C(c2cccs2)C(C)NC(=O)c2cccs2)CC1 (stereo unspecified),1%,0,nt,nt,nt,i,5%,nt,5,
CCOC(=O)c1c(-c2cccs2)csc1NC(=O)CN1CCOCC1,9%,0,nt,nt,nt,i,13%,nt,8,
COc1cc2c(cc1OC)-c1nnc(-c3cccs3)n1C(C)(C)C2,5%,5,21%,-2%,1%,i,17%,7%,0,PMK inhibit pilot replicates=4.0;Spn MK inh pilot replicates=1.0;Spn DPM-DC inh pilot screen %=13
O=c1c2c(nc3c(-c4cccc5ccccc45)c[nH]n13)CCC2,-11%,13,11%,0%,-11%,nt,-8%,0%,2,
